ERK EGF inh: qHTS Assay for Inhibitors of the ERK Signaling Pathway using a Homogeneous Screening Assay; Stimulation with EGF. HEK293-V1b, EGF-stimulated phospho-ERK AlphaScreen. AID 1454, 2008. 130,000 compounds, 0.41% hits. Potency, µM (doses to about 11.5 µM), inactives show at the highest dose activity change, negative = inhibition, usual class: inhibitors; active = well fitted inhibition curve with a large enough effect; inconclusive = small, poorly fitted or top-dose-only effect, or effect the other way;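 also: plate controls were stimulated vehicle wells for no effect and unstimulated vehicle basal for full effect; nearly all actives have a fitted effect of over 55% in size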
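HEK293 cells stably expressing V1b receptor, serum-reduced (1% FBS) overnight, pretreated 30 min with compound, then stimulated 5 min with 25 nM EGF; phospho-ERK detected by AlphaScreen SureFire. AC50 from Hill fits, normalized to DMSO and EGF.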
An asterisk follows results filed as active; ? = inconclusive; & = joins results of further samples; [ ] = remark or other dose. Potency is read from the fitted curve at half-maximal effect. This is a subset; count on the stated rates, not on these rows.

SMILES	ERK EGF inh
Cc1cccc(-n2c3nc(=O)[nH]c(=O)c-3cc3c(C)nn(-c4ccccc4)c32)c1C	3%
c1ccc(Nc2nc(-c3ccncc3)cs2)cc1	10%
CC(=O)NC(C)c1nc2ccccc2n1CC(=O)NC(C)CCc1ccccc1 (centres undefined)	34%
CCN1CC(CNCc2cn(-c3ccc(OC)cc3)nc2-c2ccccc2Cl)CC1=O (centres undefined)	-10%
CC(=O)c1ccc(N2CCN(C(=O)c3ccc4ccccc4n3)CC2)cc1	-2%
CN1/C(=C\C(=O)c2cccc(S(=O)(=O)N3CCCCC3)c2)C(C)(C)c2ccccc21	?
CCc1ccc(N(CC)c2ncnc3nc[nH]c23)cc1	-9%
CN(C)CCC(O)c1ccccc1 (centres undefined)	-2%[57.5 µM]
COc1ccc(NC(=O)CCC(=O)N/N=C/c2ccc([N+](=O)[O-])s2)cc1	1%
CCOc1ccc(C(=O)NCC(c2cccs2)N(C)C)cc1 (centres undefined)	2%
O=C(NNC1=Nc2cccc3cccc1c23)c1ccccc1Br	3%
CNC(=O)[C@@H](Cc1ccccc1)N(C)C(=O)[C@@H](Cc1ccc2ccccc2c1)N(C)C(=O)/C=C/CC(C)(C)N	-10%
CCOC(=O)c1sc(NC(=O)CSC(=S)N2CCOCC2)nc1C	-4%[57.5 µM]
Cc1cn(-c2cc(C(=O)Nc3ccc(C)c(NC(=O)N4CCNC4=O)c3)cc(C(F)(F)F)c2)cn1	4%[57.5 µM]
CC(=O)c1c(C)[nH]c(=S)c(C#N)c1-c1ccc(F)cc1	7%[57.5 µM]
CCCS(=O)(=O)N1CCN(C2Cc3ccccc3C2)CC1	0%[57.5 µM]
Cc1ccc(/C=N\NC(=O)c2cncc(Br)c2)o1	6%
S=c1nc[nH]c2c1sc1nc(N3CCOCC3)c3c(c12)CCCC3	10%
CCOc1cc(C(=O)CCC(=O)OCC(=O)NC(=O)NCC(C)C)ccc1O	-6%[57.5 µM]
CC(=O)N1CCC2(CC1)NC(=O)N(c1ccccc1)N2	-11%
Cc1ccc(S(=O)(=O)N2CCCCC2)cc1NC(=O)c1ccc2c(=O)n3c(nc2c1)CCCCC3	5%
O=C(O)c1ccccc1C(=O)NNc1ccc(F)cc1F	1%
Cc1ccc2nc(-c3ccccn3)cc(C(=O)Nc3ccc4c(c3)OCO4)c2c1	-6%
O=C(c1cccc(F)c1)N1CCC2(CC1)CN(c1ccc(-c3ccccc3)cc1)C2	?
CCOC(=O)CN(Cc1sccc1C)C(=O)Nc1ccc(OCC)cc1	1%

Part of the list above, field by field:
CCCS(=O)(=O)N1CCN(C2Cc3ccccc3C2)CC1
  ERK EGF inh: 0%[57.5 µM]
Cc1ccc(/C=N\NC(=O)c2cncc(Br)c2)o1
  ERK EGF inh: 6%

(continued)
SMILES	ERK EGF inh
C#CCSc1nnnn1-c1ccc(Br)c(C)c1	5%[57.5 µM]
N#Cc1ccc(C(=O)OCC(=O)Nc2ccc(S(N)(=O)=O)cc2)cc1	-4%[57.5 µM]
Cc1ccc(S(=O)(=O)Nc2ccc(-c3csc(-c4ccccc4)n3)cc2)cc1	-7%
COc1ccc(CCN2C(=NC(=O)C(C)C)SC3CS(=O)(=O)CC32)cc1OC (centres undefined)	-9%[57.5 µM]
CCc1ccc(C(=O)COC(=O)c2cncc(Br)c2)cc1	-3%
Cc1ccccc1-c1nn(-c2ccc(F)cc2F)cc1CNCCCO	15%
CCOc1ccc(Oc2ccc(S(=O)(=O)N3CCOCC3)cc2N)cc1	-4%
CC(=O)Nc1ccc(NC(=O)C(Cc2ccccc2)NC(=O)C2CCCCC2)cc1 (centres undefined)	-2%
Cc1noc(NS(=O)(=O)c2ccc(NC(=O)c3cnc4n(c3=O)CCS4)cc2)c1C	-17%
N=c1c2c(n(Cc3ccc(Br)cc3)c3c1CCC3)CCCC2	12%
CC1(C)CC(=O)C/C(=N\NC(=O)C2CC23CCC3)C1 (centres undefined)	-5%
O=S(=O)(Nc1ccc(Cl)cc1)c1ccc(N2CCOCC2)c(NC(=S)NCCN2CCOCC2)c1	1%
Cc1cc(C)nc(NC(=S)Nc2ccc(F)cc2F)c1	-9%
Cc1ccc(NC(=O)CCCCCN2C(=O)c3ccccc3C2=O)nc1	-10%
CC1CCN(c2c(NCc3ccc(C(=O)N4CCN(C5CCCCC5)CC4)cc3)c(=O)c2=O)CC1	12%
Cn1c(SCC(=O)N2CCCc3ccccc32)nc2ccccc2c1=O	1%
NCCCCCc1nnc(SCC(N)=O)o1	1%[57.5 µM]
COc1cc(/C=N/n2cnnc2)ccc1Oc1nc(Cl)ncc1F	-5%[57.5 µM]
C=C1CCN([C@H](C(=O)OCc2ccc(C)cc2)C(C)C)S(=O)(=O)c2ccccc21	-7%[57.5 µM]
COc1ccc(CN(Cc2ccc(C(=O)O)cc2)C(=S)Nc2ccccc2C)cc1OC	-6%
O=C1SCCC1NC(=O)C(c1ccccc1)c1ccccc1 (centres undefined)	11%[57.5 µM]
N=C(N)SCCc1cccc(CCSC(=N)N)c1	-6%
CCc1nnc(NC(=O)c2cc(C)nc3ccccc23)s1	-9%
CN(C)S(=O)(=O)c1cccc(NC(=S)N/N=C/C2CC=CCC2)c1 (centres undefined)	-3%
COc1ccc(S(=O)(=O)N2CCN(c3ccccn3)CC2)cc1[N+](=O)[O-]	2%[57.5 µM]

Reformatted: results already given.
mol,ERK EGF inh
N=C(N)SCCc1cccc(CCSC(=N)N)c1,-6%
CCc1nnc(NC(=O)c2cc(C)nc3ccccc23)s1,-9%
CN(C)S(=O)(=O)c1cccc(NC(=S)N/N=C/C2CC=CCC2)c1 (centres undefined),-3%
COc1ccc(S(=O)(=O)N2CCN(c3ccccn3)CC2)cc1[N+](=O)[O-],2%[57.5 µM]

Three neighbouring records from above, quoted:
SMILES	ERK EGF inh
CCc1nnc(NC(=O)c2cc(C)nc3ccccc23)s1	-9%
CN(C)S(=O)(=O)c1cccc(NC(=S)N/N=C/C2CC=CCC2)c1 (centres undefined)	-3%
COc1ccc(S(=O)(=O)N2CCN(c3ccccn3)CC2)cc1[N+](=O)[O-]	2%[57.5 µM]

Remaining list, next part.
SMILES	ERK EGF inh
O=c1[nH]c(CN2CCN(S(=O)(=O)c3ccccc3C(F)(F)F)CC2)nc2sc3c(c12)CCCC3	4%
Cc1csc2ncc(C(=O)NCCC(c3ccccc3)c3ccccc3)c(=O)n12	11%[57.5 µM]
CCN(CC)CCCC(C)Nc1ccnc2cc(Cl)ccc12 (centres undefined)	-9%&7%
Cc1nn(Cc2ccc(Cl)cc2)c(C)c1N	4%
Cc1cccc(OCCNC(=O)c2cncc(Br)c2)c1	-1%
CCOc1ccc(S(=O)(=O)N2CCN(C(=S)NC3CC3)CC2)cc1	12%
Cc1nc(C)c(N)c(=O)[nH]1	-8%
Cc1c(-c2ccccc2)nc(N)c(C#N)c1-c1cccnc1	-13%[57.5 µM]
CC(C)NC(=O)c1onc(CSc2ccccn2)c1C(=O)NC(C)C	-4%[57.5 µM]
COc1ccc(-c2cccc([C@H]3[C@@H]4C=CCC[C@@]4(C)C(=O)N3Cc3ccccc3)c2)cc1	-10%[57.5 µM]
O=C(CSc1nnc(COc2ccccc2F)n1-c1ccccc1)NC1CCS(=O)(=O)C1 (centres undefined)	2%
O=C(CC1C(=O)NCCN1Cc1ccc(-c2ccccc2)cc1)NCCCn1ccnc1 (centres undefined)	-3%[57.5 µM]
COc1ccc(NC(=O)CC2C(=O)NCCN2C(=O)c2ccc(N(C)C)cc2)cc1 (centres undefined)	2%[57.5 µM]
Cc1ccccc1NC(=S)/C(=C(\[O-])c1cc(C)n(Cc2ccccc2Cl)c1C)[n+]1ccccc1	1%
COc1ccc(OC)c(CN2CCC(CNC(=O)Nc3cccc(Cl)c3)CC2)c1	7%
CC1CCCN(C2=C(Cl)C(=O)N(c3cccc(Cl)c3)C2=O)C1 (centres undefined)	1%
Cc1ccc(S(=O)(=O)N(C)c2ccc(OCC(=O)NC3=NCCS3)cc2)cc1	4%
O=C(Cn1nc2ccccc2n1)N/N=C/c1ccc(F)cc1	-2%[57.5 µM]
CC12CN3CCN(CC(C3)/C1=N\NC(=O)Nc1cccc(Cl)c1)C2	0%
Cc1cccc(NC(=S)NNC(=O)Cc2ccccc2)c1	-8%
NC(=O)c1nn(-c2ccccc2)nc1NC(=O)CN1CCOCC1	-6%[57.5 µM]
O=C(NCc1ccc(Cl)cc1)c1cc(=O)[nH]c2ccc(S(=O)(=O)N3CCOCC3)cc12	6%[57.5 µM]
COc1ccc(N(CC(=O)NCc2ccncc2)S(=O)(=O)c2ccc(C)c([N+](=O)[O-])c2)cc1	-6%[57.5 µM]
COCCNC(=S)N/N=C(\C)c1ccc(O)cc1	3%
CCOc1[nH]n(-c2ccc(Cl)cc2)c(=O)c1C=NCc1cccnc1	3%

In the list so far, these contain a nitro group on carbon.
SMILES	ERK EGF inh
COc1ccc(NC(=O)CCC(=O)N/N=C/c2ccc([N+](=O)[O-])s2)cc1	1%
COc1ccc(S(=O)(=O)N2CCN(c3ccccn3)CC2)cc1[N+](=O)[O-]	2%[57.5 µM]
COc1ccc(N(CC(=O)NCc2ccncc2)S(=O)(=O)c2ccc(C)c([N+](=O)[O-])c2)cc1	-6%[57.5 µM]

Carrying on.
SMILES	ERK EGF inh
CC/C(=C/c1sc2ccc(C)cc2[n+]1CCO)SC	-12%
NC(=O)c1ccc(NC(=O)CCNC(=O)c2ccco2)cc1	2%[57.5 µM]
c1ccc(N/N=C2\CCCc3ccccc32)nc1	7%
COCCCNC(=O)C1CCN(c2ccc(N3CCOCC3)nn2)CC1	-2%[57.5 µM]
CCCCC1(C)OC(=O)C(=Cc2ccc(-c3ccc(Cl)c(C(=O)O)c3)o2)C(=O)O1 (centres undefined)	3%[57.5 µM]
CC1(C)CC(=O)C(C(=O)C2CCN(S(=O)(=O)c3ccccc3)CC2)C(=O)C1	4%
Cc1nc2c(c(=O)c3ccccc3n2C)c(=O)n1-c1ccccc1	8%[57.5 µM]
O=C(NC(=S)NCCOCc1ccc(Cl)cc1)c1cccnc1	-6%
FC(F)(F)c1nnc(-c2ccccc2)nc1N1CCCC1	-1%
COc1ccc(CCNC(=O)Nc2cccc([N+](=O)[O-])c2)cc1OC	-1%
O=C(Cn1cnc2scc(-c3ccc(Cl)cc3)c2c1=O)N1CCOCC1	-11%[57.5 µM]
O=C(Nc1ccc(Oc2nnc(-c3ccccc3)c3ccccc23)cc1)c1ccccc1	3%
CC(O)/C=C/C1OC(=O)CC1Nc1ccc(C=O)cc1 (centres undefined)	3%[57.5 µM]
CC(C)C(NC(=O)c1ccc(C(C)(C)C)cc1)C(=O)Nc1cccc(S(N)(=O)=O)c1 (centres undefined)	-12%
CN(C)CCN(Cc1cc2cc3c(cc2[nH]c1=O)OCO3)C(=S)NCc1ccco1	2%
O=[N+]([O-])/C(C(=C(Cl)Cl)N1CCN(Cc2ccccc2)CC1)=C1\NCCN1Cc1ccc(Cl)nc1	5%
O=C(N/N=C/C(Cl)=C/c1ccc([N+](=O)[O-])cc1)C(=O)Nc1ccc(C(=O)O)cc1	-3%[57.5 µM]
CC(NC(=O)/C(C#N)=C/c1cccs1)c1ccccc1 (centres undefined)	-12%
O=C(Nc1ccc(N2CCOCC2)cc1)c1cc2c(s1)CCCCC2	3%
CC1(C)C2CCC1(CS(=O)(=O)Nc1ccc(S(=O)(=O)N3CCCCC3)cc1)C(=O)C2 (centres undefined)	-2%
COc1ccc(CN(C)C(=S)Nc2ccc(OC(F)F)cc2)cc1	-1%[57.5 µM]
CN(C)CC/C=C1\c2ccccc2COc2ccccc21	5%
O=C(NN=C1CCCCCCC1)c1ccc(F)cc1	1%
Cc1ccc(-c2cccc(C3CC=CC4C3C(=O)N(Cc3ccccc3)C4c3cc(C)ccc3F)c2)cc1 (centres undefined)	-3%[57.5 µM]
CN(C(=O)COc1ccccc1)c1nnc(C23CC4CC(CC(C4)C2)C3)s1	?

New compounds follow.
SMILES	ERK EGF inh
Cc1ccc(-c2cn(S(=O)(=O)c3cccc([N+](=O)[O-])c3)nc2N)cc1	?
O=C(NCC(=O)N(c1ccc(F)cc1)C(C(=O)NC1CCCC1)c1cccnc1)c1cccs1 (centres undefined)	-10%
CNC(=S)N1CCn2cccc2C1c1cc(OC)c(OC)c(OC)c1 (centres undefined)	1%
COc1cccc(NC(=O)CSc2nc3c([nH]c4ccccc43)c(=O)n2C)c1	-8%
CN1CCN(c2ccc(S(=O)(=O)N3CCCCC3)cc2NC(=O)Cc2ccccc2F)CC1	-9%
CC(C)[C@H](NC(N)=O)C(=O)Nc1ccc(OCc2ccccc2)cc1	2%
Cc1ccc(C)c(NC(=S)NCc2cccs2)c1	-13%
CC(=O)NNC(=O)CCn1nnc2ccccc21	1%
C=CCNCCCCOc1ccccc1	1%
CCN(CC)C(=O)Cn1cc(C(=O)C(=O)N2CCCc3ccccc32)c2ccccc21	4%
CS(=O)(=O)N1CCC2(CCN(c3cccc(-c4ccccc4)c3)CC2)CC1	?
CC(C)Nc1nc(Cl)nc(NCCOc2ccccc2)n1	0%
CCN1CCN(C(=O)c2ccc3c(c2)S(=O)(=O)c2ccccc2C3=O)CC1	11%
COc1ccccc1CC(=O)N(CCC#N)CCC#N	-1%
CC(=O)c1cc(F)c(N2CCN(C(=O)COc3ccccc3F)CC2)cc1C	-10%
CCOC(=O)C1CCN(C(=O)/C=C/c2ccccc2)CC1	-4%
O=C(NC1CCCCC1)C1(c2ccccc2)CC1(Cl)Cl (centres undefined)	3%
C/C(=N\NC(=O)c1ccc2c(c1)OCO2)c1ccc2c(c1)OCO2	1%
COc1ccccc1-c1cc(=O)c2cc(O)ccc2o1	-10%
O=C1c2ccccc2C(=O)N1CCSc1nc2ccccc2c(=O)n1CCCN1CCOCC1	3%
COC(C[C@H](O)[C@@H](C)[C@H](O)COCc1ccccc1)OC	-2%[57.5 µM]
O=C(N/N=C/c1ccncc1)c1cnccn1	4%[57.5 µM]
